SKN-1 inh: C. elegans SKN-1 inhibition. C. elegans VP596 Pgst-4::GFP/RFP ratio, acrylamide-induced, 24 h. inhibition, % at 21.8 µM. 360,000 compounds, 0.49% hits. AID 624304;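 active = interference check ratio from 0.5 to 1.5 plus GFP to RFP signal ratio inhibition reaching or exceeding a fixed threshold, cut at about 30% in these data, passing the limit was not always enough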; also: some compounds called inactive have numbers as strong as hits
LMPTP inh: blocks human LMPTP phosphatase. P24666. recombinant LMPTP-A, OMFP fluorogenic substrate, fluorescence intensity. inhibition, % at 20 µM. 360,000 compounds, 0.22% hits;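 active = compounds that cut the enzyme signal by at least half of the control window in the single-dose screen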;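 also: plate controls were DMSO wells with enzyme plus substrate for no effect and substrate without enzyme for full effect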
Target sequence (P24666 whole entry, looked up): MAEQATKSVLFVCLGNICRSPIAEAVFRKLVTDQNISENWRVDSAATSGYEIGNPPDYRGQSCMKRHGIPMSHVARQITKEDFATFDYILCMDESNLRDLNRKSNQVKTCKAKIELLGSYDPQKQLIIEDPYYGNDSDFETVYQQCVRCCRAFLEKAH
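material = LMPTP-A | quantity = 0.625 nM enzyme | reagent = OMFP substrate, 400 µM final | buffer or medium = Bis-Tris pH 6.0, DTT, detergent | detection = endpoint fluorescence intensity from OMFP dephosphorylation | dosing = single 20 µM dose | read-out basis = % inhibition relative to no-enzyme and uninhibited control wells | control set = no-enzyme and uninhibited controls | timing = 50 min at room temperature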
DNMT1 block: blocks human DNA methyltransferase DNMT1. P26358. DNMT1 molecular beacon, Hinp1I cleavage, fluorescence. inhibition (reported as % activation of signal), % at 10 µM. 360,000 compounds, 0.83% hits; in the data active = inhibition above about 50%
NRP1-CendR mod: modulators of CendR peptide binding to human neuropilin-1. FAM-RPARPAR peptide binding to NRP-1, fluorescence polarization. inhibition, % at 25 µM. O14786. AID 602438. 360,000 compounds, 0.85% hits;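 active = inhibition or corrected inhibition above about 18%, plus a signal ratio from 0.5 to 1.5, limit read from the data, passing the limit was not always enough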; also: strong numbers were not always called active
Target sequence (O14786 whole entry, looked up): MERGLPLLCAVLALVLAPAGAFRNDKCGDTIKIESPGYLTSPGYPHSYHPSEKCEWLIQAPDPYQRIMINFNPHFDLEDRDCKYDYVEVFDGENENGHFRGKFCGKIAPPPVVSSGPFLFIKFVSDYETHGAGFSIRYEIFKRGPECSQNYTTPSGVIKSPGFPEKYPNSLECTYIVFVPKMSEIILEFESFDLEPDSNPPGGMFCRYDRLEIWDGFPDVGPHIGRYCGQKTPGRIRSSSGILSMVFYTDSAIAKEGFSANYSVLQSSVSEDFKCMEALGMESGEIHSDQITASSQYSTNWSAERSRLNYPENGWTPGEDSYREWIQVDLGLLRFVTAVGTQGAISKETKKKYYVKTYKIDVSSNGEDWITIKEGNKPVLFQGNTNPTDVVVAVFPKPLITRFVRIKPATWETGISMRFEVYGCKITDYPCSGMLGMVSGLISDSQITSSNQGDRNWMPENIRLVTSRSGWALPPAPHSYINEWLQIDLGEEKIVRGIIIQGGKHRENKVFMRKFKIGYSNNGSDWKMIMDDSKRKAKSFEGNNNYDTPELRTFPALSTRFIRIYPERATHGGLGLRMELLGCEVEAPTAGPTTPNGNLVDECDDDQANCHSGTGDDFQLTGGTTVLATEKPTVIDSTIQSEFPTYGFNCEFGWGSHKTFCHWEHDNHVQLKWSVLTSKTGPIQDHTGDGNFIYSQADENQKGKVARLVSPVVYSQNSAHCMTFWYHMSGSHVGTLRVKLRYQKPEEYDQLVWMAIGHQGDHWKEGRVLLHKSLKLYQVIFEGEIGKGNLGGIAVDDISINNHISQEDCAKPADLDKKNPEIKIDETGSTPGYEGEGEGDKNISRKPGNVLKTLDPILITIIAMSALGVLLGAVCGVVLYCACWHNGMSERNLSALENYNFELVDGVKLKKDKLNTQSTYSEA
Scp1 inh: blocks human Scp-1 phosphatase activity; Q9GZU7; Recombinant Scp1, phosphopeptide, malachite green phosphate absorbance; inhibition, % at 20 µM; 340,000 compounds, 0.88% hits;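 active = inhibition above about 50% at 20 µM, limit read from the data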;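 also: plate controls were DMSO wells with enzyme for no effect and wells lacking enzyme for full effect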
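Material – SCP-1 phosphatase catalytic domain, residues 76-261 · Buffer or medium – Acidic Tris acetate buffer with magnesium and detergent · Also added – Phospho 17-mer peptide substrate · Compound – single 20 µM dose, 1% DMSO · Times – 45 min room-temperature reaction, 5 min colour, 30 min stabiliser · Technique – Phosphate-binding colour reagent, absorbance read at 630 nm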
Tb MetRS inh: blocks T. brucei methionyl-tRNA synthetase activity. 360,000 compounds, 0.4% hits. AID 624268. purified T. brucei MetRS, ATP depletion, Kinase-Glo luminescence. inhibition, % at 11.9 µM;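 active = inhibition above a per-plate cutoff of the control wells' mean inhibition plus 3 SD, cut at about 5.5% in these data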;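 also: 0% = DMSO wells median and 100% = median of wells with control inhibitor compound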
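Material: parasite MetRS enzyme / Replication: singlicate, one well per compound / Signal: luminescence of leftover ATP / Schedule: 2 h aminoacylation at 25 °C after 15 min preincubation / Medium: HEPES-MgCl2-KCl buffer plus DTT, spermine, BSA, pyrophosphatase / Doses: 11.9 µM single point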
SUMO1 PPI mod: SUMO1-SIM interaction modulation; SUMO1 binding to a labelled peptide, TR-FRET, 1 h; inhibition, % at 20 µM; 360,000 compounds, 0.33% hits; in the data active = inhibition above about 37%
Neddyl block: cullin neddylation inhibition | TR-FRET cullin neddylation, biochemical | P61081+Q13564 | calls only at 25 µM | 360,000 compounds, 0.58% hits | AID 651699; in the data active = inhibition above about 36%
STEP inh: STEP (human) phosphatase inhibition; P54829; recombinant STEP, OMFP fluorogenic substrate, fluorescence; inhibition, % at 20 µM; 360,000 compounds, 0.25% hits;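 active = inhibition at 20 µM, scaled per plate between control wells, above about 37%, limit read from the data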;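 also: 0% = DMSO with enzyme and substrate and 100% = substrate only without enzyme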
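System: STEP (striatal-enriched tyrosine phosphatase) enzyme, cell-free; medium: Bis-Tris pH 6.0 buffer with DTT, detergent; dosing: 20 µM, 1% DMSO; times: reaction 20 min, ambient temperature; detection: fluorescence, 480/540 nm; read-out basis: normalized % inhibition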
NadD block: NadD (S. aureus) enzyme inhibition. purified NadD enzyme, colorimetric absorbance read-out. inhibition, % at 20 µM. 360,000 compounds, 0.78% hits. AID 602399; in the data active = inhibition above about 26%; also: some compounds past the cut are filed as inactive
Active calls of the source: *; i = inactive; . = not tested or not shown; + = active, no number. Compounds were not picked by outcome. Share with any hit: about 4.6%.

SMILES	SKN-1 inh	LMPTP inh	DNMT1 block	NRP1-CendR mod	Scp1 inh	Tb MetRS inh	SUMO1 PPI mod	Neddyl block	STEP inh	NadD block
Cc1cccc(C)c1OCc1nc2ccccc2c(=O)n1/N=C/c1ccc(OCC(=O)O)cc1	7	-1.5	-6	-7	3	-0.6	-1	i	-2	-4
Cc1ccc(CN2CCN(Cc3ccccc3C(F)(F)F)CC2)cc1	13	-1.8	0	-6	-8	0.1	-3	i	3	-3
COc1ccc(C(=O)COc2ccccc2C(=O)Nc2ccccc2)cc1	-2	3.8	-12	0	-7	-0.2	3	i	-2	-13
COc1cccc(CNC(=O)c2ccccc2-c2ccccc2)c1	4	-0.3	2	18	-10	0.0	0	i	1	-9
O=C(NC(=S)Nc1ccc(N2CCCCC2)cc1)c1ccco1	1	1.2	-11	-8	-6	0.3	-5	i	5	-2
Nc1nc(N)c(N=Nc2ccc(S(N)(=O)=O)cc2)c(=O)[nH]1	3	7.4	0	5	-8	-0.7	-32	i	0	5
COc1ccc(CN(Cc2cc3cc(OC)c(OC)cc3[nH]c2=O)C(=O)NC2CCCCC2)cc1	4	0.5	-3	-7	5	0.2	3	i	2	15
Cc1cccc(NC(=S)N2N=CCC2c2ccccc2)c1 (stereo unspecified)	-12	-1.0	-2	-4	-9	-1.1	1	i	0	2
COCc1cc(C)nc2sc(C(=O)N3CCCCC3)c(N)c12	5	0.4	-8	-8	-2	-0.3	2	i	-8	2
CCc1ccc(N(C2C=CS(=O)(=O)C2)S(=O)(=O)c2ccc(C)cc2)cc1 (stereo unspecified)	-11	-0.2	0	16	-7	-0.2	0	i	-2	-6
COc1cc(OC)cc(C(=O)NC2CCN(Cc3nnnn3Cc3ccc(F)cc3)CC2)c1	6	0.8	4	-13	-1	-1.0	1	i	0	-5
CCCOC(=O)C1=C(C)OC23OC(N)=C(C#N)C12C(=O)c1ccccc13 (stereo unspecified)	-1	0.4	-2	-5	-1	-0.7	-2	i	0	0
COC(=O)c1c(C)oc(C)c1S(=O)(=O)NCc1ccco1	-1	-1.9	2	-2	-11	0.0	-1	i	1	-5
COc1cccc(-c2cnc(C(O)c3cccc(F)c3)[nH]2)c1 (stereo unspecified)	0	-0.4	1	-6	.	-0.1	0	i	-2	-5
CC(C)C(Nc1ccc(C(F)(F)F)cc1[N+](=O)[O-])C(=O)O (stereo unspecified)	2	-1.0	0	-5	-13	0.1	-24	i	0	-8
CN(C)c1cccc(C(=O)Nc2ccc(S(=O)(=O)Nc3nccs3)cc2)c1	3	2.5	-5	-6	2	0.2	19	i	1	10
CCCC(=O)N(Cc1cc(=O)[nH]c2ccccc12)c1cccc(C)c1	-7	1.4	-4	3	-6	-1.2	1	i	3	0
Cc1cccc(-c2nnc(-c3ccccc3)o2)c1	30	-0.2	3	14	-18	-0.1	6	i	5	2
N#Cc1ccc(-c2ccc(OCC(O)CN3CCCCC3)cc2)cc1 (stereo unspecified)	23	1.0	1	12	1	-0.7	-3	.	1	-5
OC(c1cccc(Cl)c1)c1nc(/C=C/c2ccc(C(F)(F)F)cc2)cs1 (stereo unspecified)	4	4.7	1	7	.	-0.3	-2	i	-3	-5
CCCCNC(=O)Cn1c(=O)c2c(ncn2CCC(C)C)n(Cc2ccccc2)c1=O	16	0.0	2	-3	-5	0.1	3	i	-2	6
O=C(NC1CCCC1)C(c1ccncc1)N(Cc1ccccc1)C(=O)c1ccc(-c2ccccc2)[nH]1 (stereo unspecified)	-2	1.9	-13	-6	-2	3.3	-5	i	-2	22
COC(=O)CSc1nnc2n(C3CCCCC3)c(=O)c3c4c(sc3n12)CCCC4	13	1.4	-4	-1	-2	0.0	3	i	4	1
CC(NCC(=O)Nc1cc(S(=O)(=O)N2CCOCC2)ccc1N1CCOCC1)c1ccco1 (stereo unspecified)	6	-1.1	4	-3	-10	0.0	4	i	-4	-1

Arranged by number of heavy atoms (falling): 5 of the compounds above
SMILES	SKN-1 inh	LMPTP inh	DNMT1 block	NRP1-CendR mod	Scp1 inh	Tb MetRS inh	SUMO1 PPI mod	Neddyl block	STEP inh	NadD block
COc1ccc(C(=O)COc2ccccc2C(=O)Nc2ccccc2)cc1	-2	3.8	-12	0	-7	-0.2	3	i	-2	-13
CCCC(=O)N(Cc1cc(=O)[nH]c2ccccc12)c1cccc(C)c1	-7	1.4	-4	3	-6	-1.2	1	i	3	0
O=C(NC(=S)Nc1ccc(N2CCCCC2)cc1)c1ccco1	1	1.2	-11	-8	-6	0.3	-5	i	5	-2
COc1cccc(-c2cnc(C(O)c3cccc(F)c3)[nH]2)c1 (stereo unspecified)	0	-0.4	1	-6	.	-0.1	0	i	-2	-5
Cc1cccc(NC(=S)N2N=CCC2c2ccccc2)c1 (stereo unspecified)	-12	-1.0	-2	-4	-9	-1.1	1	i	0	2

New compounds follow.
SMILES	SKN-1 inh	LMPTP inh	DNMT1 block	NRP1-CendR mod	Scp1 inh	Tb MetRS inh	SUMO1 PPI mod	Neddyl block	STEP inh	NadD block
C=CCNC(=S)NNc1nc2c(c(=O)[nH]1)C1(CCCC1)Cc1ccccc1-2	8	2.5	-4	-3	3	0.6	1	i	-2	10
O=C(Nc1ccc(C(=O)NN2C(=O)c3ccccc3C2=O)cc1)c1ccccc1	-3	-0.4	2	-1	-1	-0.8	-1	i	-3	2
CCn1c(COc2ccccc2Cl)nnc1SCC(=O)Nc1ncccc1C	4	-0.5	22	-3	4	-0.4	-1	i	-1	1
Cc1ccc(NCc2n[nH]c(=S)n2Cc2ccccc2)cc1Cl	5	0.9	2	12	6	-0.4	0	i	-1	4
CCCC(=O)Nc1nnc(SCC(=O)Nc2ccc3c(c2)OCO3)s1	9	0.0	11	2	-7	-1.6	-1	i	-4	4
C[C@@H]1CCCCO[C@H](CN(C)S(=O)(=O)c2cn(C)cn2)[C@H](C)CN([C@@H](C)CO)C(=O)c2cc(NC(=O)c3ccccc3)ccc2O1	2	-2.5	8	-10	.	-0.4	-3	i	2	-2
Cc1c(Cl)cccc1Nc1nc(N)nc(CSCCO)n1	13	-1.1	1	10	0	-1.1	-2	i	-1	-7
COc1ccc(C(=O)NC(=S)Nc2ccc(S(N)(=O)=O)cc2)cc1	-8	0.8	4	6	-4	-0.3	-5	i	9	1
COc1ccc(OCC(O)CN2CCC(CN3C(=O)c4cccc5cccc(c45)C3=O)CC2)cc1 (stereo unspecified)	-12	8.2	6	4	-4	0.2	-22	i	3	0
Cn1nc([N+](=O)[O-])nc1N1CCN(c2ccc(F)cc2)CC1	2	-1.2	-1	-4	-4	-0.6	-27	i	-3	-6
COc1ccc(OC)c(NC(=O)CN2CCC(NC(=O)c3ccccc3C)CC2)c1	-3	1.1	-1	-5	0	-0.6	17	i	0	4
CCCCN(C)C1CCN(C(=S)Nc2ccc(OCC)cc2)CC1	-6	-0.3	0	-9	3	-0.6	0	i	3	-1
COc1ccc(-c2cc(N3C(=O)Nc4ccccc4N3O)n[nH]2)cc1	1	-2.4	-6	-5	-5	0.7	-1	i	0	2
Cc1ccc(NC(=O)CSc2nc3ccccc3c3nc4ccccc4n23)cc1	9	-0.5	52*	-11	3	-0.4	2	i	0	10
CSc1ccc(/C=N/n2c(COc3ccccc3)n[nH]c2=S)cc1	-16	2.3	-1	-2	-13	-0.3	-10	i	3	7
COc1ccc(/C=N/NC(=O)c2cccnc2)cc1CN1CCCc2ccccc21	13	2.2	-9	-7	0	0.5	-3	i	0	3
C[C@@H]1CN([C@H](C)CO)C(=O)CCCn2nncc2CO[C@H]1CN(C)Cc1cccc(O)c1	-1	-2.2	4	-8	.	0.3	2	i	-2	1
O=C(c1cnn2c(C(F)F)cc(-c3ccccc3)nc12)N1CCOCC1	-10	-1.2	3	-10	-9	0.0	-4	+	1	12
O=c1nc(-c2ccccc2)c2ccccc2[nH]1	4	2.3	2	-4	0	-1.0	-23	i	-2	1
CCOC(=O)N1CCC(Nc2c(NCCCN3CCN(C4CCCCC4)CC3)c(=O)c2=O)CC1	-1	-6.7	-2	8	-1	2.5	1	i	-3	2
COc1cc(/C=N/n2nnnc2N)ccc1OCc1c(C)no[n+]1[O-]	-1	-1.1	0	-4	-5	0.3	-9	i	2	0
CCN(CC)S(=O)(=O)c1cc(F)ccc1OC	14	-0.4	0	6	-8	-0.4	10	i	3	1
COc1cc(NC(=O)c2cccc(Cl)c2)c(OC)cc1NC(=O)CN1CCCCC1	-4	0.2	-7	8	-5	-0.5	3	i	2	-3
COc1cccc(CN2CCN(CCCc3ccccc3)C(CCO)C2)c1O (stereo unspecified)	10	2.0	1	-6	-10	-0.2	-1	i	-2	-2
O=C(/C=C/c1ccccc1)N1CCOCC1	11	-0.2	-1	-4	-10	-0.7	-3	i	-1	-8
Cc1ccc(NC(=O)CSc2nnc(-c3cccnc3)o2)c(C)c1	-3	-0.2	0	7	7	-0.3	4	i	4	-1
CCOC(=O)Cn1nc(C(F)F)c(Br)c1C	7	-0.2	6	10	-4	-0.9	0	i	-2	-4
Cc1cc(OCC(=O)NNC(=S)NC(=O)c2cccs2)ccc1Cl	3	-1.9	0	14	-8	-0.4	13	i	3	5
CCOc1ccc(Nc2nc(NCCN3CCOCC3)nc(OC)n2)cc1	6	-0.1	4	1	0	0.1	1	i	-1	0
COc1cc(O)oc1C=Nc1ccc(Cl)cc1	-26	-0.3	-7	8	-6	-0.7	-1	i	1	3
CC1(c2nnnn2C2CCCCC2)CCC(=O)N1Cc1ccc2c(c1)OCO2 (stereo unspecified)	-4	-0.5	.	2	.	0.2	3	i	.	.
O=C1N2CCSC2=NC1(NS(=O)(=O)c1ccccc1)C(F)(F)F (stereo unspecified)	-7	0.1	2	-16	3	-0.5	1	i	-2	-2
Cc1ccc(CN2CC34C=CC(O3)C(C(=O)NCc3ccco3)C4C2=O)cc1 (stereo unspecified)	12	-1.6	-5	-15	-2	-0.1	4	i	6	1
COc1cccc(C(=O)N2CCN(C3CCCCC3)CC2)c1	19	-0.5	-2	7	-7	-0.8	6	i	1	-3
CCn1c(SCC(=O)NC(C)c2ccccc2)nc2ccccc21 (stereo unspecified)	4	-1.0	-1	-13	-3	-0.6	-2	i	0	8
Cc1cc2ccccc2nc1Br	-4	-1.8	26	-6	-7	-0.7	0	i	-2	-1
CCOC(=O)C(Cc1ccccc1)NC(=O)CCc1c(C)nc2nc(C)nn2c1C (stereo unspecified)	0	-3.2	5	-5	-1	-0.5	-1	i	0	5
COCCN1C[C@@H](CO)O[C@@H](n2cnc3c(N4CCOCC4)ncnc32)C1	4	-2.1	0	0	.	-0.1	3	i	2	-5
COc1ccc(NC(=O)C2CCCN(S(C)(=O)=O)C2)cc1OC (stereo unspecified)	-12	-1.2	0	-3	-4	-0.2	-4	i	2	-4
